# MmCpn inh: blocks the Methanococcus maripaludis chaperonin Mm-Cpn. purified Mm-Cpn ATPase, ADP Transcreener TR-FRET. Potency, µM (highest dose often 76.9 µM), for inactives: top-dose activity, negative = inhibition, actives largely listed as inhibitors. 330,000 tested, 0.031% active; further: potency means the concentration at half of the fitted maximal effect; on the % scale 0 is the no-effect control and ±100 the full control effect; nearly all actives have a fitted effect of over 80% in size
#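 Quantitative HTS used 25 nM Mm-CPN and 10 uM ATP in magnesium/KCl Tris buffer, pH 7.4, with 1 mM DTT. Hydrolysis ran 30 min at 37°C; ADP was read by HTRF.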
# TGFb SMAD3 inh: TGF-b pathway inhibition; HepG2 CAGA-GFP TGF-b/SMAD3 reporter, GFP fluorescence, 18 h; TGF-beta stimulated, 500 pg/mL final; Potency, µM (top dose mostly 46.1 µM), inactives show top-dose activity, negative = inhibition, usual class: inhibitors; 410,000 tested, 1.2% active; further: potency means the concentration at half of the fitted maximal effect; on the % scale 0 is the no-effect control and ±100 the full control effect; nearly all actives have a fitted effect of over 65% in size
#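 Read-out: total well GFP (ex488/em500-530) summed from mean per-cell fluorescence. Cells: HEPG2 CAGA-GFP, 1% FBS DMEM, 18 h at 37 degrees C with 500 pg/mL final TGF-beta. Unstimulated wells served as the full-inhibition control; stimulated DMSO wells = 0%.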
# CCT chaperon mod: cytosolic chaperonin activity modulation; purified chaperonin ATPase assay, HTRF ADP detection, 30 min; activity change, % (no concentration beside the values), hits read low; 360,000 tested, 0.3% active; AID 651819; in the data active means activity change below about -30%; further: on the % scale 0 is the no-effect control and ±100 the full control effect
#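 TRiC (40 or 20 nM final, by batch activity) in 30 mM Tris pH 7.4, 100 mM KCl, 5 mM MgCl2, 1 mM DTT was treated with compound at 76 uM single dose, then 10 uM ATP, 30 min at 37 °C. ADP was read by HTRF Transcreener.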
# Nrf2 ARE act: activates Nrf2 signaling; 410,000 tested, 0.31% active; AREc32 ARE-luciferase reporter (MCF7-derived line), luminescence, 24 h; Potency, µM (doses to about 46.1 µM), without a hit: at the top dose activation, usual class: activators; further: potency means the concentration at half of the fitted maximal effect; % of control where 0% means no effect; nearly all actives have a fitted effect of over 65% in size
#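 AREc32 cells carrying an ARE-driven firefly luciferase reporter were seeded at 1000 cells/well in OPTI-MEM with 5% FBS, then exposed to compound for 24 hr at 37 deg C. Luminescence was read with Steady-Glo after 30 min at RT.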
# Nrf2 inh: Nrf2 pathway inhibition | Potency, µM (top dose mostly 46 µM), for the others: top-dose activity change, negative = inhibition, most hits filed as inhibitors | 360,000 tested, 2.1% active | A549 ARE-Fluc reporter, luciferase luminescence, 18-24 h | AID 504444; further: potency means the concentration at half of the fitted maximal effect; on the % scale 0 is the no-effect control and ±100 the full control effect; nearly all actives have a fitted effect of over 60% in size
#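 A549 ARE_Fluc cells, 5000/well, 5% FBS OPTI-MEM; compounds in dose-response, 18-24 h at 37 °C/5% CO2; CellTiter-Fluor viability read (Ex 405/Em 525), then BugLite luciferase luminescence = Nrf2 activity.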
# A549 viability: kills or reduces viability of A549 cells in Nrf2 counter-screen | A549 ARE-Fluc cells, CellTiter-Fluor viability, 18-24 h | Potency, µM (highest dose often 46 µM), inactives show at the top dose activity change, negative = cytotoxicity, actives largely listed as inhibitors | 390,000 tested, 0.16% active | AID 504648; further: potency means the concentration at half of the fitted maximal effect; on the % scale 0 is the no-effect control and ±100 the full control effect
#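 Cytotoxicity counterscreen: CellTiter-Fluor fluorescence was measured in A549 ARE_Fluc cells after 18-24 h of compound exposure in a concentration series. The subsequent BugLite luminescent read reports ARE-luciferase activity.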
# HepG2 viability: kills HepG2 cells in TGF-b inhibitor counter-screen. AID 588856. Potency, µM (titrated, usually from 46.1 µM), without a hit: at the highest dose activity change, negative = cytotoxicity, hits mostly cytotoxic. 410,000 tested, 0.76% active. HepG2 CAGA-GFP viability, ATP luminescence, 18 h; further: potency means the concentration at half of the fitted maximal effect; some results filed as inactive show a strong effect at the top dose
#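 CellTiter-Glo luminescence gave cytotoxicity after 18 hours at 37 degrees C. The cells were HepG2 CAGA-GFP in 1% FBS DMEM, stimulated with 500 pg/mL TGF-beta after compound addition. %Activity was normalised to no-cell wells (complete cell-killing) and DMSO (no toxicity), and curves were fitted and classified.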
# ATXN viability: cell viability loss in ATXN counter-screen; 400,000 tested, 0.49% active; Potency, µM (top dose mostly 56.7 µM), usual class: cytotoxic; AID 651635; S2 cells (HEK-293 line with an ATXN2-luciferase reporter) viability, CellTiter-Fluor protease fluorescence, 24 h; further: potency means the concentration at half of the fitted maximal effect; nearly all actives have a fitted effect of over 40% in size
# pAkt inh: inhibitors of Akt phosphorylation | AID 651550 | Neuro2A IGF-stimulated pAkt S473 HTRF, 20 min; stronger effect = lower value | activity change, % for hits at 50 µM | 360,000 tested, 0.32% active; in the data active means activity change below about -80%; inconclusive means mostly about -51% to -80%; further: on the % scale 0 is the no-effect control and ±100 the full control effect
#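 Neuro2A cells (4,500/well, DMEM with 0.5% FBS) were treated with compound at a single 50 µM final concentration, stimulated with 6 nM IGF for 20 min at 37 °C, and lysed. Phospho-Akt Ser473 was read by HTRF as 665/615 ratio ×10^4.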
# Numbers without * were called inactive; i = inactive; ? = inconclusive; . = no result given; & = joins results of further samples; [ ] = dose if it differs, or a comment. Unless noted, the call rests on the fitted dose curve; in most records, active means well fitted curve in the direction sought with a large enough effect; inconclusive means small, poorly fitted or top-dose-only effect, or another doubt; inactive means no such curve, though single readings can be large; an effect the other way counts as inactive or inconclusive. Rows were taken by chance (roughly 4.4% active in at least one column).
SMILES,MmCpn inh,TGFb SMAD3 inh,CCT chaperon mod,Nrf2 ARE act,Nrf2 inh,A549 viability,HepG2 viability,ATXN viability,pAkt inh
CCNc1oc(-c2ccc(OC)cc2)nc1S(=O)(=O)c1ccc(Br)cc1,0.1%,13.3%,-0.1,-0.5%,?,-18.6%,-0.8%,i,i
O=C(NC(Cc1ccccc1)C(=O)O)/C(=C\c1ccc(Cl)cc1)NC(=O)c1ccccc1 (stereo unspecified),0.2%,-15.6%,-0.3,-0.6%,-0.4%,1.1%,-3.8%,i,i
COc1ccccc1NC(=O)C(C)OC(=O)CCCc1c[nH]c2ccccc12 (stereo unspecified),-3.7%,-1.2%,2.9,-0.6%,0.0%,-5.8%,8.7%,i,i
COc1ccc2ccccc2c1CNCCN1CCOCC1,4.3%,-4.7%,-0.1,-0.2%,6.7%,-6.0%,-1.2%,i,i
NNC(=O)CNc1cccc(Cl)c1,-1.0%,10.6%,0.3,-0.4%,-2.5%,7.4%,5.9%,i,i
COC(=O)c1ccc(COC(=O)CNC(=O)c2ccc(OC)cc2)cc1,0.2%,11.0%,-1.5,3.2%,?,11.9%,-5.2%,?,i
CN(C(=O)c1ccc(NC(=O)Cc2ccc(NC(=O)C3CCN(C(=O)C4CCC4)CC3)cc2)cc1)C1CC1,1.7%,14.7%,1.0,0.0%,-8.9%,-5.1%,-2.1%,i,i
COc1cccc(CNC(=O)Cn2nc(C)c3sc4ccccc4c3c2=O)c1OC,.,8.6%,.,3.0%,-7.9%,8.0%,6.1%,i,.
CC(=O)c1c(C)[nH]c(C(=O)NC(C)c2ccccc2)c1C (stereo unspecified),2.7%,-6.8%,1.3,5.9%,?,0.0%,4.1%,?,i
Cc1nnc(CN(C)C(=O)c2cc(COc3ccc(C)c(C)c3)on2)o1,0.8%,-9.9%,1.3,-0.6%,27.2%,0.6%,2.5%,i,i
Cc1noc(C)c1COc1ccccc1C(=O)NNC(=O)C(C)Oc1ccccc1F (stereo unspecified),-1.5%,12.9%,-5.3,4.1%,-2.6%,0.2%,-30.7%,i,i
Cc1cc(C)c(S(=O)(=O)NC(CC(=O)O)c2cccc([N+](=O)[O-])c2)c(C)c1 (stereo unspecified),-2.4%,-0.6%,-0.9,-0.7%,0.4%,-10.9%,3.1%,i,i

# Three of the entries above in order of the TGFb SMAD3 inh value, rising:
compound	TGFb SMAD3 inh
Cc1nnc(CN(C)C(=O)c2cc(COc3ccc(C)c(C)c3)on2)o1	-9.9%
NNC(=O)CNc1cccc(Cl)c1	10.6%
CCNc1oc(-c2ccc(OC)cc2)nc1S(=O)(=O)c1ccc(Br)cc1	13.3%

# Continued:
SMILES,MmCpn inh,TGFb SMAD3 inh,CCT chaperon mod,Nrf2 ARE act,Nrf2 inh,A549 viability,HepG2 viability,ATXN viability,pAkt inh
CC(O)(C#CCN1CCCCCC1)c1ccccc1 (stereo unspecified),0.0%,-0.7%,0.1,-0.3%,3.5%,-4.9%,-1.1%,i,i
CCOC(=O)c1ccccc1NC(=O)N1CCn2c(C)ccc2C1CC (stereo unspecified),-3.0%,0.9%,-2.9,1.8%,-7.7%,2.9%,-19.0%,i,i
CCCNC(=O)C(Sc1ccccc1)c1ccccc1 (stereo unspecified),0.3%,-1.4%,0.5,-0.4%,0.9%,-1.0%,3.8%,i,i
C/C(Cc1ccccc1)=N\NC(=O)CNC(=O)COc1cccc(C)c1,4.3%,15.7%,-0.1,-0.4%,-5.0%,4.6%,31.9%,i,i
O=C(NCCc1c[nH]c2ccccc12)C1CCN(S(=O)(=O)c2ccc(F)cc2)CC1,2.0%,-6.4%,1.2,2.3%,5.0%,0.9%,1.7%,i,i
COc1ccc(OC)c(N(CC(=O)N2CCCC2)S(C)(=O)=O)c1,0.3%,6.8%,-0.1,-0.6%,0.4%,-0.7%,6.2%,i,i
Cc1cccc(C)c1NC(=O)CSc1nnc(-c2ccoc2C)n1CCc1ccccc1,0.2%,-4.1%,-1.5,-0.3%,7.3%,1.7%,-3.3%,i,i
Nc1nc(SCC(=O)N2CCN(c3ccccc3)CC2)n[nH]1,3.5%,14.7%,1.3,-0.8%,-0.8%,6.4%,1.7%,i,i
CCCC(CCC)C(=O)NNc1cc(=O)c2c(=O)n(C)c(=O)n(C)c2[nH]1,0.2%,-7.2%,-2.6,-0.6%,3.6%,-2.9%,-1.5%,i,i
COc1ccccc1OCC(=O)Nc1oc(-c2ccccc2)c(-c2ccccc2)c1C#N,-0.4%,?,-0.8,2.3%,.,-10.9%,2.9%,i,i
CCOC(=O)C1=C(C)NC2=C(C(=O)c3ccccc32)C1c1cccnc1 (stereo unspecified),-0.2%,0.0%,1.0,2.3%,-25.8%,-10.0%,-0.6%,i,i
COc1ccc(-c2cn3cccnc3n2)cc1NC(=O)C1CCCC1,-1.7%,-2.7%,0.0,-0.7%,-6.1%,11.3%,-14.7%,i,i
CCOc1ccc(Nc2ncnc3c2nc2n3CCCC2)cc1,.,-19.0%,.,-1.6%,-20.1%,-2.2%,-20.1%,.,.
Cc1nc(SCC(=O)O)c(C#N)c2c1CCCC2,-2.0%,1.6%,1.4,0.5%,?,15.3%,-4.9%,i,i
O=C(COc1cccnc1[N+](=O)[O-])N1N=C(c2ccc(Cl)cc2)CC1c1ccco1 (stereo unspecified),-1.7%,-9.8%,-1.0,-0.1%,?,1.7%,0.2%,i,i
Cc1cccc(N2N=C(C(=O)OCC(=O)c3ccccc3)CCC2=O)c1,-8.0%,10.4%,-2.5,0.6%,3.0%,1.5%,4.0%,?,i
C#CCNc1c2c(nc3nnnn13)CCCC2,-0.7%,-18.9%,-0.5,-0.2%,-8.0%,1.5%,-18.8%,i,i
COc1ccc(-c2cc(C(=O)Nc3ccccc3O)c3ccccc3n2)cc1OC,-0.9%,-1.3%,-0.4,2.1%,10.5%,-6.9%,-0.9%,i,i
CCCOc1ccc(/C=N/NC(=O)CSCc2ccc([N+](=O)[O-])cc2)cc1OCC,0.6%,2.8%,-26.4,2.5%,5.7%,-4.9%,-3.9%,i,i
CN(Cc1cccs1)C(=O)CSc1nnnn1C,1.7%,0.4%,1.2,-0.4%,.,-1.0%,-0.9%,i,i
Cc1c(C(=O)N2c3ccccc3CC2C)oc2ccccc12 (stereo unspecified),-20.4%,-14.8%,-0.2,3.9%,?,-4.0%,-4.7%,i,i
O=C(c1cccc([N+](=O)[O-])c1)n1nc(-c2ccccc2)nc1NCc1ccccc1,0.1%,1.7%,-7.5,2.8%,?,0.5%,0.6%,i,i
N#Cc1ccc(-c2nc3ccc(Br)cn3c2Cc2cccc(F)c2)cc1,.,-2.5%,-1.5,6.9%,.,.,-9.2%,i,i
Cc1ccc2cc(CN(Cc3ccc4c(c3)OCO4)Cc3nnnn3Cc3ccco3)c(=O)[nH]c2c1C,-2.7%,?,2.0,-0.6%,?,-7.6%,-33.8%,i,i
COc1cc2c(cc1OC)CN(S(=O)(=O)c1ccccc1F)CC2,4.6%,-8.9%,1.0,4.1%,-4.7%,1.2%,8.2%,.,i
O=C(NCC(=O)N(Cc1ccc(F)cc1)C(C(=O)NC1CCCC1)c1ccco1)c1ccco1 (stereo unspecified),-0.8%,?,-0.5,-0.2%,-6.5%,-3.4%,-16.4%,i,i
Cc1nc(CSc2ccc(Br)cc2)cs1,-1.4%,0.0%,-3.3,5.2%,25.3%,2.9%,-3.6%,i,i
O=C(O)c1cc(S(=O)(=O)NC2CCCc3ccccc32)ccc1O (stereo unspecified),3.0%,-18.9%,0.1,-0.1%,-14.2%,-6.5%,-11.4%,i,i
CCC1(c2ccccc2)C(=O)N=C(N)N(C#N)C1=O (stereo unspecified),.,4.6%,-4.9,-1.4%,6.8%,4.9%,6.7%,i,i
CCOc1cnn(-c2cc(Oc3ccc(C)cc3)ncn2)c(=O)c1Cl,0.8%,-5.8%,1.5,2.2%,12.0%,1.9%,3.4%,i,i
Cc1cccc(NC(=O)c2c(NC(=O)c3cccs3)sc3c2CCC(C)C3)c1 (stereo unspecified),.,3.4%,.,-0.6%,-12.2%,9.2%,-25.3%,i,.
Cc1ccc(O)c(Nc2ncnc3ccccc23)c1,0.7%,-1.7%,2.5,1.5%[9.22 µM],1.0%,3.3%,-8.0%,i,i
CCc1ccccc1NC(=O)CN1CCN(C(=O)c2ccc(OCc3cn4ccccc4n3)cc2)CC1,0.1%,?,-0.1,0.2%,?,-1.1%,-19.1%,?,i
COc1ccc(NC(=O)N2CCN(S(=O)(=O)c3ccc4c(ccn4C)c3)CC2)cc1OC,.,?,.,3.2%,.,-0.7%,-10.2%,i,.
O=C(C1CCN(S(=O)(=O)c2cccs2)CC1)N1CCN(Cc2ccccc2)CC1,-0.3%,-19.8%,0.1,0.2%,-29.6%,0.3%,-19.2%,i,i
CC(C)(C)OC(=O)NC1CC2CCCC(C1)N2Cc1ccccc1 (stereo unspecified),1.9%,-0.4%,1.6,-0.1%,8.3%,-2.7%,22.1%,i,i
Cc1cc(NS(=O)(=O)c2ccc(NC(=O)Cc3ccc([N+](=O)[O-])cc3)cc2)nc(C)n1,1.9%,4.2%,-4.5,0.3%,8.1%,-2.0%,19.2%,i,i
CCOc1ccc(CCNC(=O)c2ccc(CS(=O)Cc3ccc(Cl)cc3)o2)cc1 (stereo unspecified),1.2%,?,-0.5,0.5%&3.7%,10.9%&-18.7%,4.3%&-1.1%,-15.7%&-32.6%,i,i
O=S(=O)(c1ccc(-c2n[nH]c(=S)o2)cc1)N1CCCCC1,-19.9%,-10.3%,0.3,0.1%,1.7%,0.3%,-0.7%,i,i
